RNase H inhibition: RNase H inhibition, HIV 1 Gag Pol polyprotein, FRET biochemical assay, screening (AID 372); HIV-1 RT RNase H, FRET RNA/DNA substrate fluorescence; higher % means a stronger effect; inhibition, % at 10 µM, or IC50 in µM where a hit was titrated; 100,000 compounds, 0.77% hits; in the data active means inhibition above about 50%
Numbers without * were called inactive. The list is partial (hit frequency here may not be typical).

SMILES	RNase H inhibition
Cc1ccc(/C=C/C(=O)O)cc1S(=O)(=O)N1CCOCC1	3%
CCOc1ccc2nc(C)sc2c1	10%
O=C(c1cccc([N+](=O)[O-])c1)c1ccc2c(c1)C(=O)NC2=O	0%
CSc1ccccc1NC(=O)CSc1nc2ccccc2o1	9%
COc1cc(/C=C2\SC(=S)N(c3ccc(C)cc3C)C2=O)cc(Br)c1O	25%
Cc1ccc(NC(=O)C2COc3ccccc3O2)cc1C (centres undefined)	8%
O=C1NC(=Nc2ccc(S(=O)(=O)Nc3nccs3)cc2)CS1	0%
CS(=O)(=O)N(CC(=O)N1CCC(Cc2ccccc2)CC1)c1ccc(F)cc1	5%
Cc1ccc(-c2nc(N/N=C/c3cccc([N+](=O)[O-])c3)c3ccccc3n2)cc1	19%
CCOC(=O)C1=NN(C(=O)c2cccc(OC)c2)C(O)(C(C)(C)C)C1 (centres undefined)	0%
O=C(N/N=C/c1ccc([N+](=O)[O-])cc1)C(=O)Nc1cccc2ccccc12	4%
Cc1cccc(C)c1NC(=O)/C=C/c1ccccc1	10%
Cc1ccc(-c2csc(NC(=O)CCCC(=O)O)c2C(=O)OC(C)C)cc1	9%
O=[N+]([O-])c1ccc(OCCN2CCOCC2)cc1	5%
COc1cc(/C=C(\C#N)C(N)=O)ccc1OCCSc1ccc(C)cc1	8%
O=C(c1ccc2c(c1)C(=O)N(c1ccncc1)C2=O)c1ccc2c(c1)C(=O)N(c1ccncc1)C2=O	9%
CC1CN(C(=S)c2ccc(Cl)cc2)CC(C)O1 (centres undefined)	12%
CCCOc1ccc(N2C(=O)CC(N(Cc3ccco3)C(=O)CCC(=O)O)C2=O)cc1 (centres undefined)	11%
CCOC(=O)COc1ccc(/C=C2\C(=O)NC(=O)N(c3ccc(Br)c(C)c3)C2=O)cc1	0%
O=C1CSC(=O)N1Cc1ccccc1	6%
CCOC(=O)C1=C(C)NC(=S)NC1c1ccccc1OC(F)F (centres undefined)	5%
O=C1CC(c2ccccc2)CC2=C1C(c1ccc(O)cc1)Nc1ccc(C(=O)c3ccccc3)cc1N2 (centres undefined)	33%
CN(C)c1ccc(C2C3=C(CC(C)(C)CC3=O)Nc3ccccc3N2C(=O)Nc2ccc(Cl)c(Cl)c2)cc1 (centres undefined)	25%
CN1C(=O)S/C(=C\c2ccccc2OCc2ccccc2F)C1=O	16%
CCOc1cccc(C(=O)NC(=S)Nc2cccc(-c3nc4cc(C)cc(C)c4o3)c2)c1	6%

Shown as labelled records: entries from further up
O=C(N/N=C/c1ccc([N+](=O)[O-])cc1)C(=O)Nc1cccc2ccccc12
  RNase H inhibition: 4%

Cc1cccc(C)c1NC(=O)/C=C/c1ccccc1
  RNase H inhibition: 10%

Cc1ccc(-c2csc(NC(=O)CCCC(=O)O)c2C(=O)OC(C)C)cc1
  RNase H inhibition: 9%

O=[N+]([O-])c1ccc(OCCN2CCOCC2)cc1
  RNase H inhibition: 5%

Quoted from the listing:
RNase H inhibition, O=C(N/N=C/c1ccc([N+](=O)[O-])cc1)C(=O)Nc1cccc2ccccc12 : 4%
RNase H inhibition, O=C1CC(c2ccccc2)CC2=C1C(c1ccc(O)cc1)Nc1ccc(C(=O)c3ccccc3)cc1N2 (centres undefined) : 33%

Further compounds follow:
SMILES	RNase H inhibition
CC1(C)COP(=O)(C(Nc2ccc(Cl)cc2)c2ccc(O)cc2)OC1 (centres undefined)	15%
Cc1ccc(-c2nc(-c3ccc(I)cc3)[nH]c2-c2ccc(C)cc2)cc1	13%
CC1=C(C)C(C)=C(C#N)C(=C(C#N)C#N)N1	2%
CC(C)CCNCC(O)Cn1c2ccc(Br)cc2c2cc(Br)ccc21 (centres undefined)	26%
O=C(/C=C/Nc1ccccc1[N+](=O)[O-])c1ccccc1	12%
Nc1nnc2c(n1)-c1ccccc1C2=O	0%
COc1c(Br)cc(/C=N/n2c(-c3ccccc3)n[nH]c2=S)c(O)c1Br	0%
COc1ccc(S(=O)(=O)N2CCN(Cc3ccc([N+](=O)[O-])cc3)CC2)cc1	11%
N#C/C(=C/c1ccc(Sc2ccc(Cl)cc2)o1)c1ccc([N+](=O)[O-])cc1	16%
CCCC/C(=N/NC(=O)c1cccc(Br)c1)c1ccccc1	20%
O=C(c1cccc(F)c1)N1CCN(C2CCC(c3ccccc3)CC2)CC1 (centres undefined)	0%
Oc1[nH]c2ccccc2c1C=NC1CCCC1	3%
CCC(C)(C)C1CCc2c(sc(NC(=O)/C=C/C(=O)O)c2C(N)=O)C1 (centres undefined)	4%
Cc1cc(C)c2c(c1)=C(c1sc(N)nc1O)C(=O)N=2	12%
O=C(O)CCN1C(=O)/C(=C/c2ccccc2Cl)SC1=S	7%
Cc1ccc(C2CC(C(F)(F)F)n3nc(C(=O)Nc4ccc(F)cc4F)cc3N2)cc1 (centres undefined)	11%
COc1ccc(Cl)cc1/C=C1\C(=O)NC(=S)N(c2cccc(Cl)c2Cl)C1=O	8%
C/C=C/C(=O)N1c2ccc(C)cc2-c2c(ssc2=S)C1(C)C	37%
O=C(NN1CCOCC1)c1cccs1	4%
Cc1onc(-c2c(Cl)cccc2Cl)c1C(=O)Nc1ccc2c(c1)OCCO2	3%
CCOC(=O)c1c(NC(=O)c2cc(-c3ccc(C(C)C)cc3)nc3ccccc23)sc(C(N)=O)c1C	55%*
CC(C)CC(=O)NC(NC(=S)Nc1sc2c(c1C#N)CCCC2)C(Cl)(Cl)Cl (centres undefined)	24%
Cc1ccc(CC2CC(=O)N(c3cccc(C(F)(F)F)c3)C2=O)cc1 (centres undefined)	6%
COc1cccc(C(=O)NC2c3ccccc3Oc3ccccc32)c1	12%
O=C(CNC(=O)c1ccccc1)OCC(=O)c1ccc(Br)cc1	7%

An excerpt of these results, as labelled records.
Compound: O=C(/C=C/Nc1ccccc1[N+](=O)[O-])c1ccccc1
  RNase H inhibition = 12%

Compound: CCOC(=O)C1=C(C)NC(=S)NC1c1ccccc1OC(F)F (centres undefined)
  RNase H inhibition = 5%

Next part:
SMILES	RNase H inhibition
Cc1ccc(N2C(=O)CC(SCc3ccccc3)C2=O)cc1 (centres undefined)	19%
O=C(O)c1ccc2c(c1)C(=O)N(c1ccc(C(=O)Nc3cccc(O)c3)cc1)C2=O	4%
COc1ccc(C)cc1NC(=O)c1ccccc1N(Cc1ccccc1)S(=O)(=O)c1ccccc1	13%
Cc1ccc2cccc(SCC(=O)N3CCOCC3)c2n1	0%
CN(C)/C=C\C=C\C(=O)/C=C/C=C/N(C)C	4%
CCOC(=O)c1c(NC(=O)COC(=O)/C=C/c2ccc([N+](=O)[O-])cc2)sc2c1CCCC2	8%
O=C(NCc1ccccc1)C(NC(=O)c1ccccc1)=C1CCCCC1	3%
Cc1ccc(C)c(N2C(=O)C3C(C2=O)C2C=CC3C23CC3)c1 (centres undefined)	5%
COc1ccc(CC(=O)N=Nc2c(O)n(CN3CCN(C)CC3)c3ccc(Br)cc23)cc1	17%
CCOC(=O)COc1ccc(Br)cc1/C=C1\SC(=O)N(c2ccccc2)C1=O	4%
CCOC(=O)C1=C(C)N=c2s/c(=C\c3ccc(-c4ccc(Cl)c(Cl)c4)o3)c(=O)n2C1c1ccc(Cl)cc1 (centres undefined)	7%
COc1ccccc1C(=O)Nc1ccc2c(c1)OCO2	0%
CC(=O)Oc1cccc(C(=O)Nc2cc(C)on2)c1	0%
COc1ccc(C[n+]2cccc(C(=O)Nc3c(C)cccc3C)c2)cc1OC	4%
O=C1/C(=C\c2cn(-c3ccccc3)nc2-c2cccs2)NC(=S)N1c1ccccc1	3%
C=CCn1c(C)c(C=C2C(=O)N(C)C(=S)N(C)C2=O)c2ccccc21	2%
Cc1ccc2nc(-c3ccc(NC(=O)c4ccc5c(c4)OCCO5)cc3)oc2c1	1%
COc1ccccc1/C=C1\SC(=S)N(CCC(=O)Nc2cccc(C)c2)C1=O	7%
O=C(O)C1C(C(=O)Nc2ccccc2)C2C=CC1C21CC1 (centres undefined)	0%
CCCNC(=O)c1ccc(C)c([N+](=O)[O-])c1	4%
O=C(N/N=C\c1ccc(OC(=O)c2ccc3c(c2)OCO3)cc1)c1ccc([N+](=O)[O-])cc1	42%
Cc1ccc(NCc2cccnc2)cc1	7%
COc1ccc(OCCSc2nc3ccccc3s2)cc1	9%
COc1ccc(OC)c(NC2=C(Cl)C(=O)N(c3ccc(Cl)c(Cl)c3)C2=O)c1	38%
NC(=S)N/N=C/c1ccc(OCc2ccccc2)cc1	0%

Taken from above for reference:
SMILES	RNase H inhibition
Cc1ccc(/C=C/C(=O)O)cc1S(=O)(=O)N1CCOCC1	3%
CCOc1ccc2nc(C)sc2c1	10%
O=C(c1cccc([N+](=O)[O-])c1)c1ccc2c(c1)C(=O)NC2=O	0%
CSc1ccccc1NC(=O)CSc1nc2ccccc2o1	9%
COc1cc(/C=C2\SC(=S)N(c3ccc(C)cc3C)C2=O)cc(Br)c1O	25%
Cc1ccc(NC(=O)C2COc3ccccc3O2)cc1C (centres undefined)	8%
O=C1NC(=Nc2ccc(S(=O)(=O)Nc3nccs3)cc2)CS1	0%

Continued.
SMILES	RNase H inhibition
Oc1ccc2ccccc2c1N=Nc1c(Cl)cccc1Cl	5%
NC1=NC(=O)CC(C(=O)Nc2cccc([N+](=O)[O-])c2)S1 (centres undefined)	0%
O=C(O)COc1ccc2ccc(=O)oc2c1	0%
C/C(=N\NC(=O)c1cccnc1)c1ccc(Cl)s1	0%
CC(C)(C)C(=O)NNC(=O)C12CC3CC(CC(C3)C1)C2	0%
CCCCOc1cccc(/C=C2/N=C(c3cc([N+](=O)[O-])ccc3Cl)OC2=O)c1	26%
Cc1cccc(NC(=O)/C(=C\c2ccccc2)NC(=O)c2ccc([N+](=O)[O-])cc2)c1	10%
CN(C)c1ccc(C(=O)c2ccccc2C(=O)O)c(O)c1	3%
O=C1NC(=S)S/C1=C/C=C/c1cccc([N+](=O)[O-])c1	13%
Cc1ccccc1NC(=O)CC1CCCCC1	10%
CCSc1nnc(NC(=O)c2ccc(Br)cc2)s1	7%
COc1ccccc1N1CCN(C(=O)COc2ccc(C)cc2C)CC1	13%
O=C(CSc1nc2ccccc2s1)NC(c1ccccc1)c1ccccc1	17%
C/C(=N/NC(=O)c1cccc(Br)c1)c1ccccc1Cl	4%
O=C1CCCC2=C1C(c1cccc(Oc3ccccc3)c1)Nc1ccc3ccccc3c12 (centres undefined)	20%
Cc1ccnc(NC(=O)c2cccc(Cl)c2)c1	4%
COc1ccc(/C=N/N2CCN(C)CC2)c(OC)c1	7%
Cc1c(C(=O)Nc2cc(C(F)(F)F)ccc2Cl)cccc1[N+](=O)[O-]	5%
Cc1cccc(C=Nc2ccc(-c3ccc(N=Cc4cccc(C)c4)c(C)c3)cc2C)c1	12%
CC(C)(C)c1ccc(C(=O)O)c(C(=O)c2ccccc2)c1	15%
Cc1cc(C)cc(NC(=O)Cc2ccc([N+](=O)[O-])cc2)c1	3%
NC(=O)c1c(N)sc2c1CCCCCC2	20%
CCc1ccccc1NC(=O)c1ccncc1	3%
CC(C)COc1ccc(C(=O)Nc2ccc3oc(-c4cccnc4)nc3c2)cc1	1%
Cc1ccc(/C=N/N2CCN(Cc3ccc(Cl)cc3)CC2)s1	19%
SMILES	RNase H inhibition
COc1ccc(/C(C)=N/n2cnnc2)cc1	5%
O=C(NCCc1ccccc1)c1ccc(I)cc1	2%
CCOC(=O)C1=C(C)N=c2s/c(=C\C=C\c3ccco3)c(=O)n2C1c1ccc(OC)cc1 (centres undefined)	18%
COc1cc(/C=N/N2C(=O)CSC2=S)ccc1OCCOc1cc(C)ccc1C(C)C	22%
O=C(NC1CCCCCC1)C1CCN(Cc2cccc(OCc3ccccc3)c2)CC1	16%
CC(=O)NC1=C(N2CCOCC2)C(=O)c2nonc2C1=O	12%
O=C(O)/C(S)=C\c1ccc(Cl)cc1	16%
O=C(N/N=C/c1ccc(/C=N/NC(=O)Nc2ccccc2)cc1)Nc1ccccc1	16%
Cc1ccc([N+](=O)[O-])cc1NC(=O)C(C)C	7%
O=S(=O)(c1ccccc1)N1CCN(Cc2ccccn2)CC1	10%
CCOC(=O)C1NN=C(C(=O)c2ccccc2)C1c1ccccc1 (centres undefined)	0%
CC(C)/C=N/NC(=O)c1ccc(N2CCCC2=O)cc1	3%
CCOc1cc(/C=C2\C(=O)NC(=O)N(c3ccc(C)cc3)C2=O)cc(Br)c1OCC(=O)OC	1%
Cc1c(NC(=O)C(C)Oc2ccc(Cl)cc2Cl)c(=O)n(-c2ccccc2)n1C (centres undefined)	6%
O=C(N/N=C/c1ccc(F)cc1)c1ccc(F)cc1	6%
CC(=O)Nc1ccccc1NC(=O)C(C)Oc1ccccc1 (centres undefined)	7%
Cc1nn(S(=O)(=O)c2ccccc2)c(C)c1Sc1ccc([N+](=O)[O-])cc1	4%
COc1cc(C=O)ccc1OCCCOc1ccccc1[N+](=O)[O-]	17%
CC(=O)c1ccc(Nc2ccc([N+](=O)[O-])cc2[N+](=O)[O-])cc1	2%
Cc1cccc(OCC(=O)Nc2ccc3oc4ccccc4c3c2)c1	23%
O=C1c2ccccc2C(=O)N1C1C(=O)N(c2ccc(Br)cc2)C1c1ccccc1 (centres undefined)	13%
Cc1c(NC(=O)COc2ccc(F)cc2)c(=O)n(-c2ccccc2)n1C	0%
Cc1ccc(NCCC(=O)c2ccc(Cl)cc2)cc1	17%
Oc1ccc(C2Nc3ccccc3-c3nnc(SCc4ccccc4)nc3O2)cc1O (centres undefined)	43%
CCCCOc1ccc(N2C(=O)c3cccc4cccc(c34)C2=O)cc1	4%
SMILES	RNase H inhibition
COCCCNC(=O)CC(=O)N/N=C/c1cccc(OC)c1OC	2%
Cc1ccc(N2C(=O)NC(=O)/C(=C/c3ccc(-c4ccc(Br)cc4)o3)C2=O)cc1	23%
O=CNC1CCCc2c1[nH]c1ccc(C(F)(F)F)cc21 (centres undefined)	3%
Nc1ncnc2oc(-c3ccco3)c(-c3ccco3)c12	0%
COC(=O)Cn1cc(/C=C2\C(=O)NC(=O)N(c3ccc(C)c(C)c3)C2=O)c2ccccc21	16%
COc1ccccc1NS(=O)(=O)c1ccc(N=Cc2c(O)n(-c3ccccc3)c(=O)[nH]c2=O)cc1	11%
CS(=O)(=O)N(CC(=O)NCCSc1ccc(Cl)cc1)c1cccc2ccccc12	27%
